OXTR agonist: human OXTR agonists, primary screen, fluorescence, CHO-OTR cells, Fluo-8 calcium. AID 2435, 2010. Fluo-8 calcium fluorescence; normalized: DMSO 0%, oxytocin 100%. activation, % at 3 µM. 320,000 tested, 0.32% active;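 active means activation above the mean of all tested compounds plus 3 SD, cutoff set per screening run, cut at about 20% in these data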;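 further: peak over basal fluorescence ratio from a 100 s FLIPR kinetic read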
Target sequence (P30559 whole entry, looked up): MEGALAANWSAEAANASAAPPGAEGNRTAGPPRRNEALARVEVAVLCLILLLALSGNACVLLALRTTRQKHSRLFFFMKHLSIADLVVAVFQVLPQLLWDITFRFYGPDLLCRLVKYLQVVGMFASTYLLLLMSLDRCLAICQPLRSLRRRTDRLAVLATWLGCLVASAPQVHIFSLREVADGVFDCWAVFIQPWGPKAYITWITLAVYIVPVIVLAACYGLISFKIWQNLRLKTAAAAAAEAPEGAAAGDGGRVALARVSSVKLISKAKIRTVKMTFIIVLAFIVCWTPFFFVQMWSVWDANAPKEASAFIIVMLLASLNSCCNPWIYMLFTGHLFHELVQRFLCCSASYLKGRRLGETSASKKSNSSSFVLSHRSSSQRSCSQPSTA
NALP1 yeast inh: NALP1 inflammasome inhibitors in reconstituted yeast, colorimetric, S. cerevisiae, triplicate retest | S. cerevisiae NALP1/ASC/caspase-1 growth, X-gal OD620, 72 h | inhibition, % at 10 µM | 280,000 tested, 0.61% active | AID 2071, 2009; in the data active means inhibition mostly above about 24%, no sharp cut-off; inactive means mostly below about 32%; further: some compounds called inactive have numbers as strong as hits
M18AAP inhibitor: PfM18AAP inhibitors, malaria aminopeptidase, primary screen, biochemical, QFRET, recombinant enzyme; H-Glu-NHMec fluorogenic cleavage; inhibition, % at 7.35 µM; 290,000 tested, 1.2% active; AID 1822, 2009;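 active means inhibition above the campaign mean inhibition over all tested compounds plus 3 SD, cut at about 28% in these data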;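 further: 0% = plate median of test compound wells and 100% = 2 mM ZnCl2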
PHOSPHO1 block: PubChem AID 1565; Phosphoethanolamine/phosphocholine phosphatase (Homo sapiens), Q8TCT1; recombinant PHOSPHO1, absorbance phosphatase assay; inhibition, % at 13.3 µM; 290,000 tested, 1.1% active; in the data active means inhibition above about 60%
Target sequence (Q8TCT1 whole entry, looked up): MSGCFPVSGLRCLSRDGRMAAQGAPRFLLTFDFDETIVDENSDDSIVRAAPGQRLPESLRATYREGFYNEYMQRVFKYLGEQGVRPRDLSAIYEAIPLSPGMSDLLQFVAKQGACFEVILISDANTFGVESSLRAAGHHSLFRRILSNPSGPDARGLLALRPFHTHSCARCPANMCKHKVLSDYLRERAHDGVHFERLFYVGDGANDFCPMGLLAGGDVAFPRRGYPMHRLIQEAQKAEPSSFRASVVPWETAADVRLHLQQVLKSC
MEKK2wt PB1 HTS: modulators of MEK5 binding to wildtype MEKK2, primary screen, biochemical, multiplex bead flow cytometry, Alexa488-MEK5 | Mitogen-activated protein kinase kinase kinase 2 (Homo sapiens), Q9Y2U5 | Alexa488-MEK5 binding to MEKK2 WT; actives lie on both sides | binding response (% of control), % at 10 µM | 290,000 tested, 1.1% active; in the data active means binding response below about 67% or above about 130%
GPR7 antag: GPR7 receptor antagonists, primary screen, cell-based, fluorescence, single concentration; inhibition, % at 4.4 µM; 290,000 tested, 1.1% active; AID 1861, 2009; Neuropeptides B/W receptor type 1 (Homo sapiens), P48145; GPR7-expressing cells, fluorescence antagonist assay; in the data active means inhibition above about 16%, passing the limit was not always enough;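 further: cells stimulated with the agonist NPW; 0% = agonist with vehicle and 100% = vehicle without agonist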
Target sequence (P48145 whole entry, looked up): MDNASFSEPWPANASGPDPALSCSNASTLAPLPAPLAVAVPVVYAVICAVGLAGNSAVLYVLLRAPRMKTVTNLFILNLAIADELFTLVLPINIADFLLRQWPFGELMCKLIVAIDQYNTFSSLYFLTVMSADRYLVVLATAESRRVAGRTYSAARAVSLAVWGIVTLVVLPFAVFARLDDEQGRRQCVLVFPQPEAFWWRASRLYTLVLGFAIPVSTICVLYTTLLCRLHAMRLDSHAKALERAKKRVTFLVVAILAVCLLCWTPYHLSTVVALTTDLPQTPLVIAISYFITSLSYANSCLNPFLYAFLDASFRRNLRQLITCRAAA
MEKK3 PB1 HTS: modulators of MEKK3-MEK5 PB1 binding, primary screen, biochemical, wildtype MEKK3, multiplex bead flow cytometry, Alexa488-MEK5; Mitogen-activated protein kinase kinase kinase 3 (Homo sapiens), Q99759; bead-based flow cytometry, Alexa488-MEK5 binding to MEKK3; actives lie on both sides; 0 = blocked by unlabeled MEK5, 100 = vehicle; binding response (% of control), % at 10 µM; 290,000 tested, 1.4% active; AID 1529, 2009;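 active means binding response more than 3 SD above or below the average of its plate-row segment, actives on both sides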;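 further: Alexa488 bead fluorescence after subtracting the streptavidin-only scavenger bead signal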
FID counter: compounds displacing fluorescent DNA intercalator, primary screen, artefact control for HCV NS3 helicase inhibitor project, biochemical, FID fluorescence; 290,000 tested, 0.17% active; inhibition, % at 7.9 µM; DNA fluorescent intercalator displacement; in the data active means inhibition above about 37%;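 further: 0% = vehicle and 100% = reference compound; higher means more ethidium bromide displaced from hairpin DNA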
MEKK2mut PB1 HTS: MEK5 binding signal on mutant MEKK2 PB1, primary screen, biochemical, multiplex bead flow cytometry, Alexa488-MEK5 | 290,000 tested, 0.35% active | Alexa488-MEK5 binding to MEKK2 mutant | AID 1530, 2009 | percent response, % at 10 µM; in the data active means percent response above about 24%, passing the limit was not always enough; further: inactives centre near 1; some results filed as inactive read as strong as hits; reference of the scale not given here
Active calls of the source: *; x = not tested or not shown; [ ] = remark or other dose.

SMILES	OXTR agonist	NALP1 yeast inh	M18AAP inhibitor	PHOSPHO1 block	MEKK2wt PB1 HTS	GPR7 antag	MEKK3 PB1 HTS	FID counter	MEKK2mut PB1 HTS
O=S(=O)(Nc1ccc(Cl)cc1)c1ccc(N2CCOCC2)c(NC(=S)NCCN2CCOCC2)c1	1.4	2	45*	4	105	6	110	-7	0
Nc1ccc([N+](=O)[O-])cc1C(=O)NNC(=O)c1ccco1	0.6	x	33*	42	93	-7	88	-2	-22
COc1ccc(NC(=O)COc2ccc3c(c2)CCC3)cc1	-2.3	13	-12	20	93	-5	101	-20	-2
O=c1[nH]c(C2CCN(S(=O)(=O)c3cccc([N+](=O)[O-])c3)CC2)nc2c1nnn2Cc1ccccc1	0.2	-2	3	28	116	13	107	-13	6
S=c1nc(C2CCCCC2)n(-c2ccccc2)[nH]1	-0.8	5	35*	28	75	13	88	-18	-15
O=C(Nc1ccc(Cc2ccncc2)cc1)c1ccc(Br)o1	1.4	40	-4	22	102	6	103	-10	2
COc1ccc(-c2noc(N3CCC(C(=O)NC(C)c4ccccc4)CC3)n2)cc1 (configuration not stated)	2.8	16	1	33	102	6	101	-47	-3
CC(C)n1c(C(O)c2ccccc2)nc2ccccc21 (configuration not stated)	-2.0	-10	10	5	97	1	100	-5	3
CC(C)CCC(C(=O)O)C(C)CC(=O)NC1CCCCC1 (configuration not stated)	-0.1	14	-1	-6	98	-21	97	-16	-5
Cc1nc2cc(NC(=O)N3CCC(c4ccccc4)C3)ccc2n1C (configuration not stated)	-0.4	0	-1	-31	89	1	85	-3	-4
COc1cccc(CNC(=O)CCC2CCCN(C(=O)Cc3ccccc3F)C2)c1 (configuration not stated)	-1.5	20	0	32	101	-8	102	-24	-4
Cc1ccc(Oc2ccc(-c3nc(N)nc(N)n3)cc2)cc1C	2.8	9	-8	-7	96	-18	95	-12	-2
O=P(O)(Cc1ccccc1)Cc1ccccc1	-0.2	17	-1	-13	122	-7	118	-1	18
CC1Nc2ccccc2C(=O)N1NS(C)(=O)=O (configuration not stated)	0.7	4	-3	-4	106	-22	102	-4	11
O=C1c2cccnc2C(=O)N1c1ccccc1-c1ccccc1	-0.8	30	-7	7	95	-5	96	-2	-6

Among those listed so far, these contain a nitro group on carbon:
SMILES	OXTR agonist	NALP1 yeast inh	M18AAP inhibitor	PHOSPHO1 block	MEKK2wt PB1 HTS	GPR7 antag	MEKK3 PB1 HTS	FID counter	MEKK2mut PB1 HTS
Nc1ccc([N+](=O)[O-])cc1C(=O)NNC(=O)c1ccco1	0.6	x	33*	42	93	-7	88	-2	-22
O=c1[nH]c(C2CCN(S(=O)(=O)c3cccc([N+](=O)[O-])c3)CC2)nc2c1nnn2Cc1ccccc1	0.2	-2	3	28	116	13	107	-13	6

(next part)
SMILES	OXTR agonist	NALP1 yeast inh	M18AAP inhibitor	PHOSPHO1 block	MEKK2wt PB1 HTS	GPR7 antag	MEKK3 PB1 HTS	FID counter	MEKK2mut PB1 HTS
Cc1ccc(S(=O)(=O)Oc2ccc(/C=C3\C(=N)N4N=C(S(C)(=O)=O)SC4=NC3=O)cc2)cc1	-1.5	14	-10	7	98	30*	98	7	-4
CCCc1nn2c(=O)cc(CSCC(=O)Nc3ccc(OC)cc3)nc2s1	-1.0	19	3	18	94	-8	92	-18	-9
Cn1c2ccccc2c2c(C(=O)N3CCN(C(=O)c4ccco4)CC3)cn(C3CCCCC3)c(=O)c21	-2.1	-3	7	6	107	-7	102	-33	1
CCOC(=O)C1CCN(C(=O)c2ccc(OC3CCN(C(=O)COC)CC3)cc2)CC1	x	31	-1	x	93	-19	98	-29	0
CC(NC(=O)c1cccc(S(=O)(=O)N2CCN(C)CC2)c1)C1CC2CCC1C2 (configuration not stated)	-1.3	18	5	32	105	-5	107	11	0
O=C(C1=C[C@H](c2ccc3c(c2)OCO3)C[C@H](OCCCCO)O1)N1CCN(Cc2ccc3c(c2)OCO3)CC1	-0.5	12	-1	-20	96	4	99	-26	3
CCN(CC)c1ccc(/C=N/NS(=O)(=O)c2ccc(C)c([N+](=O)[O-])c2)cc1	-1.2	16	-6	-4	104	2	98	4	10
COC(=O)c1[nH]c2cc(OC)ccc2c1NC(=O)CCN1CCCCC1	0.6	2	-17	7	107	-9	106	8	-6
O=C(NCc1cccc(C(F)(F)F)c1)C1CC(c2ccccc2[N+](=O)[O-])=NO1 (configuration not stated)	0.4	22	-9	24	109	-1	106	-7	4
COc1ccc(CCN2CC(O)=C(c3nc(C)cs3)C2=N)cc1OC	1.5	8	-3	-17	100	-1	101	-9	-5
COc1cc(-c2cc(-c3ccccc3)nc(SCC(=O)Nc3nccs3)c2C#N)cc(OC)c1OC	0.2	6	-2	12	97	-16	104	1	4
O=C(CCCCCn1c(=O)[nH]c2ccsc2c1=O)N1CCCCC1	-0.5	1	0	24	106	4	106	-14	0
COc1cc2ncnc(NCc3ccccc3Cl)c2cc1OC	2.6	4	2	45	109	4	103	8	9
O=c1nccc(N/N=C/c2ccccc2)[nH]1	x	16	4	-3	108	-21	106	-8	4
Nc1ccc2cn[nH]c2c1	1.4	28	25	13	94	3	88	1	1
C=C(C)COc1ccc2c(C)c(C)c(=O)oc2c1OCC(=C)C	-3.0	9	2	-22	104	-12	104	-20	2
Cc1cc(=O)n2[nH]c(C)cc2n1	-0.6	-3	-10	-4	x	2	x	2	x
Cc1nnc2sc(-c3cccc4ccccc34)nn12	-1.4	7	3	6	107	-10	103	-14	2
O=C(CN(c1ccc(F)cc1)S(=O)(=O)c1ccc2c(c1)OCCO2)NCc1cccnc1	-0.7	5	3	14	106	8	101	-14	6
CC(C)OCCCNc1ncnc2c1[nH]c1ccccc12	17	-23	-2	10	105	24	100	1	9
CCOc1ccccc1CN1CCNC(=O)C1CC(=O)NCCN1CCOC1=O (configuration not stated)	-0.1	5	5	15	102	9	103	-13	6
Cc1ccc(N2C(=O)C3CCC(c4ccccc4)CC3C2=O)cc1 (configuration not stated)	1.8	27	-2	-7	108	-8	104	-22	4
O=C(N/N=C/c1cc(Br)ccc1O)Nc1ccccc1	8.8	18	17	1	98	-6	84	6	-1
O=C1CCC[C@H]2c3[nH]c4ccccc4c3CCN12	1.7	x	x	x	99	x	99	x	0
CC(C)Cn1c(N)c(C(=O)CSc2ccccc2)c(=O)n(C)c1=O	13	25	-5	0	98	-6	100	-8	-1
Cc1cccc(NS(=O)(=O)c2cc(C(=O)NCc3ccccn3)ccc2C)c1	x	5	2	56	101	-11	104	-36	4
Cc1nn(CC(=O)NCCCc2ccccc2)c(=O)c2cccn12	-0.1	-13	4	53	113	-17	101	-20	6
Cn1c(N)c(C(=O)COC(=O)C2=NNC(=O)CC2)c(=O)n(C)c1=O	0.6	-5	1	1	96	-13	92	2	-16
c1ccc(-n2cnnc2SCc2cn3cccnc3n2)cc1	-0.7	12	-1	48	98	3	101	-7	-4
COc1cccc(N2CCN(Cc3ncc(-c4ccccc4)o3)CC2)c1	-0.1	3	3	22	102	-9	104	-36	2

Marked active in GPR7 antag, among the entries above:
smiles	NALP1 yeast inh	M18AAP inhibitor	PHOSPHO1 block	MEKK2wt PB1 HTS	GPR7 antag	MEKK3 PB1 HTS	MEKK2mut PB1 HTS
Cc1ccc(S(=O)(=O)Oc2ccc(/C=C3\C(=N)N4N=C(S(C)(=O)=O)SC4=NC3=O)cc2)cc1	14	-10	7	98	30*	98	-4

Continued:
SMILES	OXTR agonist	NALP1 yeast inh	M18AAP inhibitor	PHOSPHO1 block	MEKK2wt PB1 HTS	GPR7 antag	MEKK3 PB1 HTS	FID counter	MEKK2mut PB1 HTS
Cc1ccc(-c2nc3ncccc3o2)cc1NC(=O)c1cc2ccccc2o1	-1.2	18	2	5	111	-16	116	-1	5
CCCCC(=O)Nc1sc2c(c1C#N)CC(C)(C)OC2	-0.9	13	-2	-7	97	-9	97	0	-1
CC(C)n1c(S(=O)(=O)O)nc2ccccc21	0.0	-8	5	32	78	-9	78	1	-22
O=C(N/N=C\c1ccc([N+](=O)[O-])o1)c1cncc(Br)c1	-1.1	x	14	27	98	-2	90	-4	-11
O=C(Oc1coc(CSc2nnc(NC(=O)C3CC3)s2)cc1=O)c1c(F)cccc1F	-0.1	6	-9	24	84	-7	64*[inhibitor]	0	-1
CC1=C(C(=O)NC2CCCCC2C)C2(CCC(C)CC2)OC1=O (configuration not stated)	-1.9	18	-1	10	103	5	98	-13	0
CCc1ccc(NC(=O)NCC2CCN(c3ccc(OC)cc3)C2)cc1 (configuration not stated)	-0.1	x	19	30	104	-8	106	-7	-3
COc1cc(NC(=O)c2ccc(NC3=NC4CS(=O)(=O)CC4S3)cc2)cc(OC)c1OC (configuration not stated)	0.8	-9	3	28	97	0	99	-21	-8
Cc1cccc(C)c1N(CC(=O)NN=C1CCCCCC1)S(C)(=O)=O	-0.3	10	-5	0	105	-2	105	-9	2
COc1ccc(F)c(CN(C)CC2CCCN(CCc3ccc(F)cc3)C2)c1 (configuration not stated)	0.6	20	-1	36	121	-9	100	8	14
CCN(CC)C(=O)Cn1cc(/C=C(\C#N)C(=O)NC2CC2)c2ccccc21	-0.1	14	2	29	105	0	100	-18	2
O=C(CSc1ccccc1C(=O)O)NCc1ccc(Cl)cc1	0.0	29	2	-1	86	-11	85	0	-4
CCOC(=O)c1cnc(-n2nc(C)cc2C)nc1NCc1ccccc1	-1.6	-8	1	55	90	4	98	-18	-3
C[C@@H]1[C@@H](Sc2ccccc2)CC(=O)O[C@@H]1c1ccc(-c2ccccc2)cc1	0.9	x	x	x	95	x	99	x	-2
CCN(CC)C1CCN(Cc2cn[nH]c2-c2ccc(OC)c(F)c2)C1 (configuration not stated)	-0.3	8	1	31	132	-15	104	1	26
CCc1ccc(N2C(=O)Cc3c2nc(N)c(C#N)c3N)cc1	-0.8	10	6	-4	96	0	98	1	-1
COCCNC(=O)CN(Cc1ccc(OC)cc1)C(=O)CCC(=O)Nc1nccs1	0.9	4	1	8	95	1	97	-23	5
COc1cccc(CN2CC(C(=O)NC3CCC3)CCC2=O)c1 (configuration not stated)	-0.2	2	-12	21	105	-14	101	-8	3
COc1ccc(NS(=O)(=O)c2ccc(F)cc2F)cn1	0.9	4	4	28	102	-8	100	0	-2
CCOC(=O)C1C(c2cccnc2)NC(=O)NC1(O)C(F)(F)F (configuration not stated)	1.4	5	1	19	101	-13	104	0	1
COc1ccc(S(=O)(=O)N(C)CC(=O)N2CCCC2)cc1OC	2.3	-2	7	26	102	0	106	-12	3
C=CCOc1c(CNc2ccc(C(=O)O)cc2)cccc1OC	0.6	24	-2	-5	97	6	102	-3	-1
O=C(Nc1ccccc1Br)c1c(F)cccc1Cl	-1.7	5	-3	10	109	-11	115	1	-1
COc1ccc(/C=N/NC(=O)CNc2ccc(Br)cc2)c(C(=O)O)c1OC	-0.5	12	4	-5	101	0	97	-25	-2
CCC(=O)OCCn1c(=O)c2cc3c(=O)n(CCOC(=O)CC)c(=O)c3cc2c1=O	0.5	x	-6	27	92	8	93	4	-6
COc1ccccc1C/C(N)=N/OC(=O)c1ccc(C)c([N+](=O)[O-])c1	0.1	5	-9	34	107	3	103	1	6
COc1ccc(NC(=O)c2nc(C)n(-c3ccc([N+](=O)[O-])cc3)n2)cc1	-1.3	8	1	12	95	-9	96	0	-2
CC1CCCCN1Cc1c(O)ccc2c(=O)c(-c3ccccc3)coc12 (configuration not stated)	0.8	24	-1	15	106	-8	103	1	1
